Assay outcomes from PubChem BioAssay.
Lmaj promast: Leishmania major promastigote growth inhibition. 9% of 200,000 active. inhibition, % at 10 µM. Leishmania major promastigotes, resazurin fluorescence viability; in the data active = inhibition above about 50%;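 note: promastigotes grown with compound for 44 hours at 28 °C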
HMGR II inh: blocks class II HMG-CoA reductase of Enterococcus faecalis. inhibition, % at 10 µM. purified E. faecalis HMGR, NADPH absorbance 340 nm kinetic. 0.41% of 190,000 active;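 active = inhibition above a set limit, the median over all tested compounds plus 3 SD, cut at about 9.5% in these data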;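 note: enzyme runs in reverse so mevalonate oxidation gives rising NADPH absorbance; 0% = complete reaction with DMSO and 100% = background rate lacking mevalonate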
RAM inhibit: inhibitors of the yeast RAM network; AID 868; inhibition, % at 50 µM; 1.8% of 190,000 active; S. cerevisiae dse1pr::URA3 reporter, 5-FOA growth OD615, 2 d; analog-sensitive cbk1-as2 kinase mutant strain;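 active = inhibition above a set limit, 3 SD over mean compound inhibition, cut at about 8.4% in these data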;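 note: 0% = DMSO-only wells with no growth and 100% = 10 µM 1-NA-PP1 full growth; inhibition rescues growth on 5-FOA so higher OD means more RAM inhibition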
Redox H2O2 prof: compounds producing H2O2 with reducing agent – biochemical, NIH compound library profiling, artefact control for MLSCN library redox annotation, primary screen. DTT-dependent redox cycling H2O2, phenol red/HRP absorbance; 100% = 100 µM peroxide control, 0% = buffer. activation, % at 10 µM. 0.03% of 200,000 active;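 active = activation of at least 50% relative to the plate's high and low controls in the primary single-dose screen; inactive = activation below 50%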;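 note: compound incubated with DTT at 0.8 mM final as the reducing agent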
ROMK primary: modulates human ROMK potassium channel activity; Tet-inducible ROMK, thallium flux fluorescence; actives lie on both sides; B-score at 10 µM; 2% of 130,000 active; AID 1918;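 active = signal ratio slope over the read window, or its plate-corrected B-score, at least 3 SD from the plate mean, either direction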;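 note: B-score of the F/F0 ratio slope over 7 to 12 s after thallium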
Target sequence (P48048 whole entry, looked up): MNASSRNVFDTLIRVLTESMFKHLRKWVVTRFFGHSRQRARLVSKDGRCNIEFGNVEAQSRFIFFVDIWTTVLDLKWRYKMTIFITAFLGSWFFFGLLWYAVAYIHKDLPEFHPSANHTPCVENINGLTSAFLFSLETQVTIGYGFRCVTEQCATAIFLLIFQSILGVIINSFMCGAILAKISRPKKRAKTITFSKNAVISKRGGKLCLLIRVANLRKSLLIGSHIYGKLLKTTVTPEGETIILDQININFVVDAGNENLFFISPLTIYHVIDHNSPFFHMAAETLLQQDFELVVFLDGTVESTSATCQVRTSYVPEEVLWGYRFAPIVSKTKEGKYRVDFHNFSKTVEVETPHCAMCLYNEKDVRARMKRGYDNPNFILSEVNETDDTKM
SRC2 TRFRET art: flags TR-FRET format artefacts in PPARgamma SRC-2 recruitment agonist screen | 0.4% of 200,000 active | TR-FRET ratio at 8 µM | TR-FRET artefact counter-screen; hits give high values | AID 1049; in the data active = TR-FRET ratio above about 2000; note: inactives centre near 1500; reference of the scale not given here
PPARg SRC-2 ag: PPARgamma-driven SRC-2 recruitment agonism. 0.34% of 200,000 active. activation, % at 8 µM. P37231. PPARgamma LBD-SRC-2 recruitment, biochemical; in the data active = activation above about 22%;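 note: 0% = vehicle and 100% = reference agonist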
PPARg SRC-3 ag: PPARgamma-driven SRC-3 recruitment agonism | AID 731 | 0.26% of 200,000 active | activation, % at 8 µM | biochemical PPARgamma/SRC-3 coactivator recruitment assay; in the data active = activation above about 23%;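 note: 0% = DMSO and 100% = reference agonist; some compounds past the cut are filed as inactive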
S1P3 antagonist: antagonists of human S1P3 receptor | AID 485 | CHO S1P3 NFAT-BLA reporter, FRET fluorescence, antagonist mode | inhibition, % at 4.98 µM | Q99500 | 0.27% of 170,000 active;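 active = inhibition above the plate cutoff, the mean inhibition of test wells on that plate plus 3 SD, cut at about 28% in these data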;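 note: cells challenged with S1P at its EC80 of 0.8 µM; blue over green emission ratio from cleaved BLA substrate after 4 h stimulation; 0% = S1P-stimulated wells and 100% = unstimulated DMSO-only wells; some compounds past the cut are filed as inactive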
Target sequence (Q99500 whole entry, looked up): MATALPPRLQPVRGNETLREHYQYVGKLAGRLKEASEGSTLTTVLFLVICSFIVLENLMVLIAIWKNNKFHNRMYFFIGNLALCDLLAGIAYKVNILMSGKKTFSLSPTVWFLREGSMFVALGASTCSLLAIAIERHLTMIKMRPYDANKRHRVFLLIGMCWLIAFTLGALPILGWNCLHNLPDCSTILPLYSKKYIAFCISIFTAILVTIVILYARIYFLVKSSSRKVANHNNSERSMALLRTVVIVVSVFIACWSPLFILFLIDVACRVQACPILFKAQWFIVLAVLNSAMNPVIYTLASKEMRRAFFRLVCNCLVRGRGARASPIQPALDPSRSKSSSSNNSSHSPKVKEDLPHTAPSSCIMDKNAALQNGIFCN
PPARg SRC1 recr: PPARgamma-driven SRC-1 recruitment agonism | activation, % at 8 µM | P37231 | AID 631 | 0.41% of 200,000 active | PPARgamma-SRC-1 coactivator recruitment biochemical assay; in the data active = activation above about 19%;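 note: 0% = DMSO and 100% = reference agonist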
bIAP inh: intestinal alkaline phosphatase (bovine) inhibition; purified bovine IAP, CDP-star luminescence, 30 min; inhibition, % at 20 µM; 190,000 tested, under 10 active; AID 1019;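 active = over 50% inhibition of intestinal alkaline phosphatase at 20 µM in the single-dose screen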
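System: purified bovine intestinal alkaline phosphatase (IAP) enzyme; Input: IAP diluted 1/65,000,000 in the well; Measured by: CDP-star luminescence signal; Compound dosing: 20 µM single dose; Incubation: 30 min reaction at room temperature.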
Active calls of the source: *; · = not tested or not shown.

Sample of the layout, 2 compounds:
Below each SMILES: Lmaj promast	HMGR II inh	RAM inhibit	Redox H2O2 prof	ROMK primary	SRC2 TRFRET art	PPARg SRC-2 ag	PPARg SRC-3 ag	S1P3 antagonist	PPARg SRC1 recr	bIAP inh
- O=C(Nc1sc2c(c1C(=O)N1CCOCC1)CCCCC2)c1cccnc1
→ 17.4	-6.5	-0.6	-0.1	-0.724	1707	-8.3	-1.2	-3.6	-5.0	3.0
- CC1=CC(=O)c2c(O)ccc(O)c2C1=O
→ 97.6*	-2.6	4.6	1.3	·	1312	-4.0	-1.1	-7.7	7.5	10.0

The list itself, previewed entries included:
Below each SMILES: Lmaj promast	HMGR II inh	RAM inhibit	Redox H2O2 prof	ROMK primary	SRC2 TRFRET art	PPARg SRC-2 ag	PPARg SRC-3 ag	S1P3 antagonist	PPARg SRC1 recr	bIAP inh
- O=C(Nc1sc2c(c1C(=O)N1CCOCC1)CCCCC2)c1cccnc1
→ 17.4	-6.5	-0.6	-0.1	-0.724	1707	-8.3	-1.2	-3.6	-5.0	3.0
- CC1=CC(=O)c2c(O)ccc(O)c2C1=O
→ 97.6*	-2.6	4.6	1.3	·	1312	-4.0	-1.1	-7.7	7.5	10.0
- Cc1cccc(Nc2ccccc2C(=O)NCc2ccco2)c1C
→ 38.2	-4.8	1.4	-3.5	·	1637	6.4	-3.1	·	12.1	26.5
- CCCS(=O)(=O)c1c(S(=O)(=O)CCC)c2c(N)cccn2c1C(=O)OC
→ 8.4	-2.7	2.2	0.0	-2.4	1650	-0.3	-7.6	-3.7	-0.2	-4.9
- CCCCC(=O)Nc1nn(CC(C)C)c2nc3ccccc3cc12
→ 7.2	3.4	5.9	0.5	·	1694	13.7	12.6	·	4.9	9.1
- COc1ccc(CCNC(=O)c2cccnc2)cc1
→ -7.8	-6.0	0.3	0.1	-1.04	1434	-7.5	-10.1	·	-3.4	10.7
- CCOC(=O)c1c(NC(=O)CSc2nnc(C)s2)sc2c1CCN(C)C2
→ 13.5	-6.5	2.5	4.0	·	1609	10.9	10.6	-20.1	4.4	7.7
- Cc1ccc(NC(=O)c2cc(S(=O)(=O)Nc3ccc(C)cc3)cs2)cc1
→ 16.4	·	·	0.8	·	1519	7.5	5.3	·	8.3	·
- COc1cc(NC(=O)CSc2ccc3c(c2)OCCO3)cc(OC)c1OC
→ 5.0	-0.9	2.7	1.8	·	1476	-13.0	3.5	·	-2.6	-2.0
- CC1CCC2(CC1)NC(=O)N(CC(=O)Nc1ccc(N3CCOCC3)cc1)C2=O (stereo not drawn)
→ -9.2	-13.5	1.1	0.0	·	1725	-3.0	5.2	5.8	3.8	7.6
- O=C1CC(C(=O)Nc2cccc3ccccc23)C2(CCCC2)O1 (stereo not drawn)
→ -5.5	-5.4	3.4	-0.5	·	1450	12.8	9.3	·	6.6	1.3
- O=C(NCCCCC(NC(=O)c1ccc([N+](=O)[O-])cc1)C(=O)O)c1ccc([N+](=O)[O-])cc1 (stereo not drawn)
→ 1.4	-4.3	2.6	-0.1	0.168	1615	2.5	0.1	·	-1.9	-1.8
- O=C(Nc1ccccc1)NC1(C(=O)N2CCN(c3ncccn3)CC2)CCCCC1
→ -4.9	-4.2	2.9	1.9	-0.445	1476	7.7	-9.4	1.3	1.6	21.4
- COc1ccc2cc(CN(Cc3cccnc3)S(=O)(=O)c3ccccc3)c(=O)[nH]c2c1
→ 10.4	-4.0	-0.3	1.6	0.368	1632	-11.7	-5.4	-19.4	6.3	8.1
- O=C(c1cccs1)N1CCC(C(=O)N2CCN(Cc3ccc4c(c3)OCO4)CC2)CC1
→ -7.9	-6.6	0.1	1.2	-0.733	1361	3.9	7.6	-1.0	1.0	-0.3
- COC(=O)c1ccc(N/C=C\C(=O)c2ccc3c(c2)OCO3)cc1
→ -6.5	-1.5	3.2	-0.6	1.14	1529	-7.7	0.4	-7.3	3.9	-32.2
- COc1ccc(NS(=O)(=O)c2ccc3c(c2)NC(=O)CO3)cc1
→ -6.7	-8.8	0.5	-0.7	-1.96	1442	1.6	-5.2	-23.9	-10.5	-12.6
- COCCC1CCCCN1Cc1cn(-c2ccccc2)nc1-c1ccc2c(c1)OCO2 (stereo not drawn)
→ 28.2	2.3	1.4	-1.2	-4.86*	1579	-5.1	4.0	-1.8	-1.8	3.3
- CCOP(=O)(OCC)c1nc(-c2cccc3ccccc23)oc1NCCc1ccc(OC)cc1
→ 96.9*	-7.4	4.8	0.1	·	1684	1.5	4.2	-6.7	2.5	17.6
- O=S1(=O)N=C(N2CCOCC2)c2ccccc21
→ 2.8	2.3	0.7	0.4	·	1660	12.5	-0.6	·	9.5	12.6
- C=CCNC(=O)NC(=S)c1ccccc1
→ -5.4	0.4	-0.7	-2.1	·	1594	18.8	7.5	-13.7	-1.3	14.7
- O=C(c1cc2cc([N+](=O)[O-])ccc2oc1=O)N1CCOCC1
→ -2.2	-4.2	2.4	-0.1	0.299	1596	-4.1	4.2	-9.3	0.5	8.5
- COc1ccc(CCN2C(=O)CS/C2=N\NC(=O)c2ccc(C(C)(C)C)cc2)cc1OC
→ -0.6	-2.5	1.6	0.1	·	1613	13.2	2.9	4.5	2.8	·
- COc1cccc(NC(=O)c2oc3ccccc3c2NC(=O)c2ccc3c(c2)OCO3)c1
→ 33.6	-7.9	7.6	-0.2	0.139	1611	0.1	-0.7	5.9	-0.4	8.5
- COc1cc(/C=C/C(=O)N(C)c2ccccc2C(=O)O)cc(OC)c1OC
→ -2.7	-4.7	0.7	2.4	·	1626	3.2	1.8	·	6.1	-0.6
- Cc1cccc2c1[nH]c1nc(N/N=C\c3ccco3)nnc12
→ 61.0*	-0.5	0.8	-7.3	·	1679	13.1	16.2	·	1.8	17.8
- COc1ccccc1N1CCN(c2nnc(-c3ccc(F)cc3)c3ccccc23)CC1
→ 7.1	-4.7	1.8	0.1	·	1625	3.6	-1.0	·	-1.1	11.5
- Cc1cccc(C2NC(=O)c3c(sc(C)c3C)N2)c1O (stereo not drawn)
→ -4.4	2.7	1.5	1.9	·	1580	3.8	3.6	·	-4.1	-0.3
- COc1ccc2[nH]c3c(=O)n(CCCCC(=O)NCCC(C)C)c(=S)[nH]c3c2c1
→ 5.5	-5.6	3.5	-2.0	1.66	1722	13.0	2.9	-25.6	14.9	-11.6
- O=C1CCC(=O)N1c1ccc(S(=O)(=O)N2CCCC2)cc1
→ -6.2	-7.4	-0.5	-0.4	0.513	1369	2.9	-5.7	-4.7	-2.8	-7.0
- Cc1cc([N+](=O)[O-])ccc1NC(=O)Nc1ccc(F)cc1F
→ 66.5*	1.6	0.9	-0.2	-0.425	1559	6.4	3.7	-2.1	5.7	7.1
- CCOC(=O)c1c(C)[nH]c(C)c1C(=O)COC(=O)c1ccc(S(=O)(=O)N(CC)CC)cc1
→ 5.3	2.8	8.7*	-3.3	·	1602	8.2	14.5	·	5.9	-4.3
- Cc1c(C(C)C)c(=O)n(-c2ccc(S(=O)(=O)NC3CCCCC3)cc2)n1C
→ -1.3	-7.7	1.8	10.2	-1.64	1419	-0.3	-0.3	4.4	9.2	1.5
- Cc1ccc(OCc2nnc(SCc3ccc(C#N)cc3)n2-c2ccc(C)cc2)cc1
→ 99.7*	-1.6	8.5*	0.4	1.77	1629	3.4	0.8	·	4.7	13.7
- COCCCNS(=O)(=O)c1ccc(OC)c(Cl)c1Cl
→ -7.2	-5.0	-1.2	0.4	·	1725	11.5	14.4	-2.1	3.9	7.4
- COC(=O)c1cc(C(=O)Nc2nnc(CC(C)(C)C)s2)cc([N+](=O)[O-])c1
→ -6.7	-11.7	1.4	-0.6	0.0262	1630	9.6	7.5	-10.9	2.3	10.2
- CCOC(=O)C1=C(C(C)=O)C(c2cccnc2)C(C#N)=C(N)O1 (stereo not drawn)
→ 1.4	0.5	1.1	2.2	0.721	1460	-1.8	8.6	·	7.8	7.7
- CCOC(=O)c1[nH]c2ccccc2c1NC(=S)Nc1cc(C)ccc1C
→ 1.9	-7.6	0.8	0.5	0.0342	1347	13.9	7.6	0.4	2.5	14.9
- Cn1c(=O)c2[nH]c(CNCc3ccccc3Cl)nc2n(C)c1=O
→ -2.7	-8.1	0.0	2.5	·	1687	1.7	1.4	24.1	1.0	-64.6
- Cc1cc(Cl)ccc1OCC(=O)N1CCN(c2ncccn2)CC1
→ 15.0	-1.0	0.8	-0.1	-1.97	1447	1.4	-2.1	0.0	-11.4	-4.9
- Cc1ccc(NC(=O)CSc2nnc(C)c(=O)n2N)cc1
→ -6.8	-3.1	0.7	-0.3	1.83	1612	8.7	0.7	-8.8	-0.5	-14.6
- COC(=O)c1cn[nH]c1NC(=S)Nc1ccc(Cl)c(Cl)c1
→ 31.6	-1.2	0.0	0.1	-0.598	1690	4.6	4.5	·	-4.7	-20.6
- CCn1cc(C(=O)O)c(=O)c2cc(F)c(N3CCN(S(=O)(=O)c4ccc5c(c4)OCCO5)CC3)cc21
→ 3.2	-10.3	4.6	-0.5	0.432	1638	12.6	0.5	4.3	4.0	2.6
- COCCn1c(=S)[nH]c2cc(C(=O)N3CCc4ccccc4C3)ccc2c1=O
→ -2.1	0.5	3.5	-0.7	0.336	1626	2.6	-1.4	2.4	0.4	11.7
- CCCOc1cccc(C(=O)N(Cc2ccco2)C2CCS(=O)(=O)C2)c1 (stereo not drawn)
→ -0.6	-4.2	0.2	3.5	·	1685	11.5	-5.7	11.3	0.3	1.9
- C=COCCNC(=O)Nc1ccc(Cl)c(Cl)c1
→ 6.9	-2.7	1.3	2.4	·	1549	1.8	-1.2	26.3	4.5	-24.9
- O=C(c1ccc(N2CCCCC2)c([N+](=O)[O-])c1)N1CCOCC1
→ -7.5	3.5	1.9	-0.4	-0.0576	1696	-0.5	3.0	·	1.8	11.6
